TPT1 inhibitor: blocks Candida albicans tRNA 2'-phosphotransferase | recombinant caTPT1, FP RNA substrate dephosphorylation | inhibition, % at 5 µM | actives 0.81% (n = 300,000);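 active = inhibition above the mean of all tested compounds plus 3 SD, set per screening campaign, cut at about 24% in these data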;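 also: plate controls were DMSO alone for no effect and ferristatin control at 100 nM for full effect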
proCasp3 act: activates human procaspase-3; recombinant procaspase-3 D3A, Ac-DEVD-pNA absorbance 405 nm; AID 463141; actives 0.11% (n = 330,000); P42574; activation, % at 8.5 µM;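 active = activation above the mean of all tested compounds plus 3 SD, cut at about 21% in these data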;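 also: 0% = DMSO alone and 100% = DMSO wells spiked with extra 5 µM PC-3 D3A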
Target sequence (P42574 whole entry D9A/D28A/D175A): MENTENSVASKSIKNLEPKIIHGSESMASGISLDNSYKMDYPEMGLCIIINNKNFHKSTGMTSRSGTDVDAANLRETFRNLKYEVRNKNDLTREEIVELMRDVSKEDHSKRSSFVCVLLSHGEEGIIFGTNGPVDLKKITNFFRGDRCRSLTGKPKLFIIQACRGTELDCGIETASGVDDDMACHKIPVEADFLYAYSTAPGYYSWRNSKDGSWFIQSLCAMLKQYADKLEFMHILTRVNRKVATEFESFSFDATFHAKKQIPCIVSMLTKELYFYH
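Evaluation: percent activation relative to control range; Material: Procaspase-3 D3A mutant, all three cleavage aspartates alanine; Compound: single dose, 8.5 µM nominal compound, 0.8% DMSO; Replication: one well per compound; Signal: absorbance at 405 nm, 0 and 120 min; Schedule: 1 h preincubation plus 2 h reaction at 25 °C.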
PAFAH2 inh: PAFAH2 (human) inhibition. Q99487. recombinant PAFAH2, FP-rhodamine activity probe, fluorescence polarization. inhibition, % at 3.39 µM. actives 0.99% (n = 340,000). AID 492956;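 active = inhibition above the mean over all tested compounds plus 3 SD, cut at about 30% in these data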;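 also: inhibitors block probe labeling of enzyme so polarization drops; 0% = enzyme with DMSO and 100% = wells lacking PAFAH2 protein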
core dimer inh: HCV core protein dimerization inhibition | TR-FRET GST/Flag-core106 dimerization, 1536-well | inhibition, % at 5 µM | actives 0.33% (n = 300,000);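 active = inhibition above the mean of all tested compounds plus 3 SD, set per screening campaign, cut at about 45% in these data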
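Assay system: Tagged HCV core106 pair (GST and Flag) | Buffer or medium: KF-containing HEPES buffer, pH 7.45, DTT, CHAPS, BSA | Also added: Eu donor and XL665 acceptor anti-tag antibodies | Dosing: One concentration, 5 µM, in 0.5% DMSO | Timing: 4 h at 22.5 °C | Technique: TR-FRET 671 and 617 nm emission | Repeats: Singlicate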
PP5 primary: PP5 (human) phosphatase inhibition. purified PP5c, OMFP substrate fluorescence. P53041. actives 0.18% (n = 320,000). inhibition, % at 6.7 µM;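 active = inhibition above the campaign's mean inhibition across all tested compounds plus 3 SD, cut at about 9.5% in these data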;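 also: 0% = DMSO only and 100% = 100 µM cantharidin control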
AHR act: activates the human aryl hydrocarbon receptor | P35869 | AHR-responsive luciferase reporter cells, luminescence | activation, % at 5 µM | actives 2.5% (n = 320,000) | AID 2796; in the data active = activation above about 47%;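 also: 0% = vehicle wells and 100% = reference agonist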
Fh CTSL1 inh: counter-screen for PFM18AAP inhibitors: inhibitors of F. hepatica cathepsin L1; recombinant F. hepatica cathepsin L1, Z-Leu-Arg-MCA fluorescence; inhibition, % at 5.96 µM; actives 0.49% (n = 300,000);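 active = inhibition above the mean of all tested compounds plus 3 SD, set per screening campaign, cut at about 17% in these data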;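 also: 0% = plate median of test compound wells and 100% = 1 µM Z-Phe-Ala-diazomethylketone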
PP1 counter: blocks human PP1-alpha phosphatase, a PP5 counter-screen; P62136; purified PP1alpha, OMFP fluorescence; inhibition, % at 6.7 µM; actives 0.9% (n = 320,000); AID 2235;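 active = inhibition above the mean inhibition of all tested compounds plus 3 SD, computed separately for each screening campaign, cut at about 15% in these data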
Target sequence (P62136 whole entry, looked up): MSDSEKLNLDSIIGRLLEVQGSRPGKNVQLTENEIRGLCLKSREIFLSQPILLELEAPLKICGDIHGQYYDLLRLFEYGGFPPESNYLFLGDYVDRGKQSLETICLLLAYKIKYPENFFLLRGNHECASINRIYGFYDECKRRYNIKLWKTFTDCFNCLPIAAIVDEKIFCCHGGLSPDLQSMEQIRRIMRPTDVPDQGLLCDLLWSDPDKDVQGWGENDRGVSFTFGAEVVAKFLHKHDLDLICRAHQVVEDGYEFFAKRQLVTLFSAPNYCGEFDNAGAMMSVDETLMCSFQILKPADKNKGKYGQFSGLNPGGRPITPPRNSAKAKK
proCasp7 act: counter-screen: procaspase-7 (human) activation; P55210; recombinant procaspase-7, Ac-DEVD-pNA absorbance 405 nm; D23A/D198A/D206A triple mutant, cannot self-cleave; scale: DMSO 0, 5 µM enzyme 100; activation, % at 8.5 µM; actives 0.093% (n = 330,000);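 active = percent activation above the screen-wide mean plus 3 SD, cut at about 25% in these data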
Target sequence (P55210 whole entry D23A/D198A/D206A): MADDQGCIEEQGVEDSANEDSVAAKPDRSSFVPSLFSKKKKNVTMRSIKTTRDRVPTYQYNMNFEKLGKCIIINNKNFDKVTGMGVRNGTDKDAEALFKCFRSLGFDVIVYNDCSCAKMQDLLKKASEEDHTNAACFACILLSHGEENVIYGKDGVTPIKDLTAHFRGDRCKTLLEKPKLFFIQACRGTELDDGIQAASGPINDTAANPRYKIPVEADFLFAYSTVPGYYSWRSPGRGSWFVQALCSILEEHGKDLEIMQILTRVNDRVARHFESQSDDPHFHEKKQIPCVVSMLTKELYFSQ
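System: Procaspase-7 triple mutant (PC-7 D3A); measure: % activation from two-timepoint absorbance difference, scaled to controls; times: 1 h compound preincubation, 2 h substrate cleavage, 25 °C; also added: Ac-DEVD-pNA substrate, 400 µM as added; measured by: Epi-absorbance of released pNA at 405 nm, two timepoints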
* marks the source's active call; other numbers are inactive results; / = no result given.

SMILES	TPT1 inhibitor	proCasp3 act	PAFAH2 inh	core dimer inh	PP5 primary	AHR act	Fh CTSL1 inh	PP1 counter	proCasp7 act
COc1cccc(CN2CCN(Cc3ccc(OC)c(OC)c3)CC2CCO)c1 (configuration not stated)	-1	-1	-12	0	1.4	0	-1	-1	-2
Cc1cccc(C(=O)N/N=C2\CS(=O)(=O)N(C)c3ccsc32)c1	1	-10	2	-10	1.9	46	-2	-5	-1
Cc1ccc2oc(=O)n(CCOc3ccccc3Cl)c2c1	-6	-3	11	3	1.1	4	2	1	3
O=C1C(=Cc2cccs2)C(=O)c2ccccc21	-3	-5	-2	6	-0.1	12	-4	-2	1
N=c1oc2ccc(Cl)cc2cc1C(=O)NC1CCCCCC1	-1	2	4	8	-0.5	0	1	1	18
Cc1cc(OCCCCN2C(=O)NC(C)(C)C2=O)cc(C)c1Cl	0	-3	7	-1	1.3	0	1	-3	6
CCCN(CC1CC1)C(=O)COC(=O)c1ccc(CNS(=O)(=O)c2ccc(F)c(Cl)c2)cc1	-3	6	-1	17	6.0	0	-26	3	7
Nc1cccc(-n2cccc2)c1	-1	4	2	1	-0.4	4	1	-5	-8
COc1ccc(C(=O)Nc2ccc(Cc3ccncc3)cc2)cc1Br	1	1	-11	14	3.8	-8	1	0	4
Cc1ccc(C(=O)N2CCCCC2)cc1NC1=C(Cl)C(=O)N(Cc2ccccc2)C1=O	/	9	1	/	2.3	1	/	1	-7
CCCCNC(=O)c1cc2nc(-c3ccccc3)cc(C(F)(F)F)n2n1	1	1	-2	5	0.4	-1	4	-3	8
Cc1cc(C(=O)Nc2ccc(S(=O)(=O)N3CCCC3)cc2)cs1	-2	2	-4	4	1.8	1	0	3	8
CC(C)CCn1c(Cl)nc2c1c(=O)n(C)c(=O)n2C	-1	5	-2	-2	4.6	1	4	-2	-2
COc1ccc(NC(=O)Cn2nc(Cc3cccnc3)c3ccccc3c2=O)c(OC)c1	-2	-6	-3	0	-0.3	3	-1	-1	10
CCc1nnc(NC(=O)CCC(=O)NCc2ccccc2Cl)s1	-3	-8	0	-5	2.0	8	-2	4	-4
COc1ccc(NC(=O)N2CCCC(c3nc(-c4ccc(C(C)C)cc4)no3)C2)cc1 (configuration not stated)	-5	9	-9	5	6.4	-13	1	0	1
CCOC(=O)c1nnn(-c2nonc2N)c1CN(C)C1CCCCC1	0	-4	6	2	1.6	2	2	-2	3
Cc1csc(=O)n1CC(=O)OCC(=O)NCc1ccccc1	-1	4	7	6	-3.4	5	-3	-1	-1
Cc1cc(C)n(Cc2cc(C(=O)O)c3ccccc3n2)n1	7	-4	4	-5	2.7	0	-2	-5	0
O=C(COC(=O)COc1ccccc1[N+](=O)[O-])NC1CCCCC1	/	0	-2	/	-0.3	0	/	-3	16
CCOc1ccccc1C1C(C#N)=C(N)Oc2n[nH]c(CC)c21 (configuration not stated)	0	-4	9	-2	0.9	-1	2	-2	5
COc1ccc(S(=O)(=O)N(C)CC(=O)Nc2cccc(C(C)=O)c2)cc1	-2	6	-1	-6	1.3	1	-2	-1	10
O=C(CSc1ccccc1)N1CCN(c2ccccn2)CC1	-2	10	6	6	0.2	6	-2	-5	18
CCSc1nc2sc3c(c2c2nnc(SCC(=O)NCc4ccco4)n12)CCCC3	-1	-7	/	58*	4.0	2	-3	2	-3

Sorted by molar mass (high to low): some entries from above
SMILES	TPT1 inhibitor	proCasp3 act	PAFAH2 inh	core dimer inh	PP5 primary	AHR act	Fh CTSL1 inh	PP1 counter	proCasp7 act
COc1ccc(NC(=O)N2CCCC(c3nc(-c4ccc(C(C)C)cc4)no3)C2)cc1 (configuration not stated)	-5	9	-9	5	6.4	-13	1	0	1
Cc1cccc(C(=O)N/N=C2\CS(=O)(=O)N(C)c3ccsc32)c1	1	-10	2	-10	1.9	46	-2	-5	-1
Cc1cc(OCCCCN2C(=O)NC(C)(C)C2=O)cc(C)c1Cl	0	-3	7	-1	1.3	0	1	-3	6
O=C(CSc1ccccc1)N1CCN(c2ccccn2)CC1	-2	10	6	6	0.2	6	-2	-5	18

The list goes on.
SMILES	TPT1 inhibitor	proCasp3 act	PAFAH2 inh	core dimer inh	PP5 primary	AHR act	Fh CTSL1 inh	PP1 counter	proCasp7 act
CCOC(=O)Nc1c(C)n(C)n(-c2ccccc2)c1=O	0	-4	-3	-4	2.2	0	-3	-2	-4
Fc1ccccc1CNc1nc(-c2cccnc2)nc2ccccc12	9	-6	-4	11	6.8	85*	1	3	1
Cc1cc(Nc2nc3ccccc3nc2Cl)n(-c2ccccc2C)n1	1	-5	-7	6	0.6	0	0	-1	3
CNc1ncnc(Sc2ccc(Cl)cc2)c1[N+](=O)[O-]	2	0	/	-2	0.6	-1	-3	-3	-4
COc1ccc(C2Nc3ccccc3C(=O)N2NS(=O)(=O)c2ccc(C)cc2)cc1OC (configuration not stated)	4	3	11	-4	-0.5	14	-5	0	-9
CCN(CCNC(=O)c1ccc(C#N)cc1)c1cccc(C)c1	1	-3	17	-10	1.3	2	-1	4	-2
CCOc1ccccc1NC(=S)NCc1cccn1C	-2	-3	2	1	1.0	2	1	-3	-1
CCCCC(=O)NC(c1ccccc1Cl)c1c(O)ccc2ccccc12 (configuration not stated)	0	-8	3	4	5.5	0	-3	5	4
CCOC(=O)c1ccc2c(c1)nc(-c1ccccn1)n2CC	1	5	-4	-6	2.3	17	-2	-3	-5
Cc1cccc(NC(=O)CCc2ccccc2)c1	2	-6	5	1	-3.1	10	-2	-14	-1
COc1ccc(CCN2C(=O)N[C@@H](CCC(=O)O)C2=O)cc1	0	6	4	-1	1.4	3	-3	-3	1
Cc1cc(C)n2c(SCC(=O)N(C)C3CCCCC3)nnc2n1	6	2	-2	2	1.8	3	1	-5	12
CCOc1ccc(-c2noc(-c3ccncc3)n2)cc1OCC	0	1	-5	3	4.5	6	-5	0	4
Cc1c(CCC(=O)N2CCC[C@H]2C(=O)O)c(=O)oc2c(C)c3oc4c(c3cc12)CCCC4	0	-1	8	7	2.4	-2	6	-2	-6
O=C(CN(C(=O)Cn1nnc(-c2ccc(F)cc2)n1)c1cccc(F)c1)NC1CCCC1	-2	1	2	11	-1.0	-2	0	-3	1
Cc1ccc(S(=O)(=O)NC2CC(C)(C)N(O)C(C)(C)C2)cc1	/	-3	2	/	-0.8	0	/	-2	-14
COc1ccc(CNC(=O)C2CCN(c3cc(C(=O)Nc4cccc(OC)c4)ccn3)CC2)cc1	-4	6	-4	1	5.6	10	-3	0	53*
O=C(COC(=O)c1n[nH]c2ccccc12)Nc1ccccc1F	/	4	44*	/	/	27	/	/	7
COc1ccc(CCNC(=O)C2CCN(S(=O)(=O)c3ccc(NC(C)=O)cc3)CC2)cc1OC	-3	0	1	-5	1.9	2	-2	0	3
CCOc1ccc(C(=O)c2cccs2)cc1	2	-6	3	9	1.2	15	0	-5	-5
COc1ccc(NC(=O)CSc2nnc(Cn3cnc4ccccc43)n2C)cc1	-7	9	3	-7	-0.2	0	-5	-1	4
Cc1ccccc1C1CC(c2ccc(Br)cc2)Nc2nc(N)nn21 (configuration not stated)	-1	3	4	1	0.7	-1	0	-1	0
COc1ccc2cc(CN(CCO)C(=O)c3ccccc3F)c(=O)[nH]c2c1	0	-1	-5	0	-1.9	2	5	-2	13
CSc1cccc(NC(=O)C(=O)NCc2ccccc2)c1	1	-2	/	4	-1.0	1	2	-6	-2
Cc1c(Nc2ncnc3nc[nH]c23)c(=O)n(-c2ccccc2)n1C	-2	-5	14	2	0.3	4	2	2	-3
CC(C)CC(NC(=O)c1ccc(Cl)cc1)C(=O)O (configuration not stated)	3	1	8	2	2.5	-1	-1	-3	10
COc1cc(-c2nc3ccc(N4CCN(C)CC4)cc3[nH]2)cc(OC)c1OC	-3	2	6	3	3.4	12	-2	-2	6
Cc1c[n+](CC(=O)c2ccccc2)cs1	-2	4	-1	4	-2.1	-2	1	-3	-5
FC(F)(F)c1nnc2sc(-c3ccccn3)nn12	1	-9	-1	2	0.3	1	5	1	5
CCCC(=O)Nc1ccccc1N1CCN(C(=O)C(C)C)CC1	-1	-1	-10	-3	-3.5	2	-3	3	-8
CSCc1ccc(C(=O)NCc2ccc(C)cc2)cc1	0	4	2	-8	0.4	4	-5	0	9
O=C(CNC(=O)Cc1ccccc1)NCC(=O)OCc1ccccc1	-2	-1	6	1	1.5	1	-4	-3	4
CC(C)C(OC(=O)c1ccco1)C(=O)NCc1ccccc1 (configuration not stated)	0	8	-2	-2	1.1	1	-36	-1	0
Cc1ccc(N=Nc2c(=O)[nH]n3c(=O)cc(C)[nH]c23)cc1	6	-15	4	-17	5.7	3	13	9	-7
CCN(CC)Cc1c(C(=O)N/N=C/c2c(Cl)cccc2Cl)nnn1-c1nonc1N	-1	8	3	4	-1.3	4	-3	2	-10
CC(C)N(C(=S)Nc1cccc(C(F)(F)F)c1)C(C)c1ccccn1 (configuration not stated)	-2	6	-1	-8	3.0	1	5	2	5
COc1ccc(N2CCN(C(=O)CCNS(=O)(=O)c3cccs3)CC2)cc1	-1	0	2	2	-1.9	1	-11	-3	1
Cc1ccc(CNC(=O)CN2C(=O)NC3(CCCC3)C2=O)cc1	/	2	-3	/	/	-1	/	/	1
CCOc1cc(/C=C2\NC(=S)N(C)C2=O)ccc1OCc1ccc(C(=O)O)cc1	2	-2	4	-3	-0.1	1	9	3	-9
COc1ccc(C(=O)NCC2(c3ccccc3)CCOCC2)cc1[N+](=O)[O-]	0	-4	-2	-8	1.9	7	-1	0	-6
Cc1cccc(N(C(=O)c2nsc(Cl)c2Cl)C(C(=O)NC2CCCC2)c2ccc(O)cc2)c1 (configuration not stated)	2	3	-2	16	1.2	7	-2	1	3
Cc1ccc(S(=O)(=O)N2CCCC2C(=O)NCCc2ccccc2)cc1 (configuration not stated)	1	-7	-6	-3	-1.1	7	-4	1	0
CN(C)CCOC1c2ccccc2CCc2ccc3ccccc3c21 (configuration not stated)	-3	6	3	-3	-0.3	1	0	0	6
O=C(Nc1nnc(C2CC2)s1)c1cncc(Br)c1	/	8	0	/	/	42	/	/	4
NC(=S)Nc1cccc2cn[nH]c12	1	-2	-3	-14	0.7	3	-5	0	-6
Cc1cc(C)nc(-n2nc(C)cc2NC(=O)c2ccc(S(=O)(=O)N3CCOCC3)cc2)n1	2	0	/	-6	1.8	-1	-2	1	5
Cc1cc(C)c(S(=O)(=O)NCc2ccc3c(c2)OCO3)cc1C	-2	13	3	-1	4.2	6	0	0	1
O=C(Nc1ccccc1C(=O)O)c1cc(S(=O)(=O)N2CCCCCC2)ccc1Cl	-1	-1	-1	18	1.3	3	13	6	2
CC1N(C(=O)N(C)C)CCN1S(=O)(=O)c1ccccc1 (configuration not stated)	-1	13	-8	-2	-0.7	-3	-2	1	12
NC(=O)CC(NC(=O)Cc1cccc2ccccc12)c1ccc(NCc2ccc(F)cc2)c([N+](=O)[O-])c1 (configuration not stated)	12	1	-16	-2	-4.1	4	-2	8	0
CC(Nc1ncnc2ccccc12)c1ccccc1 (configuration not stated)	0	-7	2	0	1.7	-3	3	0	8
